Screens deposited in PubChem BioAssay by The Scripps Research Institute Molecular Screening Center.
MITF inh – inhibitors of human MITF; O75030; AlphaScreen MITF homodimerization, bead proximity signal; inhibition, % at 2.6 µM; actives 0.91% (n = 650,000); in the data active = inhibition above about 50%;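 note: 0% = vehicle wells with protein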
GPR151 activ – activators of human GPR151 | Q8TDV0 | PathHunter beta-arrestin GPR151 cells, luminescence | activation, % at 11.2 µM | actives 1% (n = 650,000); in the data active = activation above about 4.9%;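 note: 0% = median of compound wells and 100% = cells with positive control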
FBW7 activator – human FBW7 E3 ligase activation, primary screen | Q969H0 | AlphaScreen FBW7–phospho-cyclin E peptide binding, activator screen | normalized activity (activation), % at 26.1 µM | actives 0.13% (n = 650,000) | AID 1259310; in the data active = normalized activity above about 1.9%;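 note: purified mutant Fbw7 with reduced substrate affinity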
Target sequence (Q969H0 whole entry, looked up): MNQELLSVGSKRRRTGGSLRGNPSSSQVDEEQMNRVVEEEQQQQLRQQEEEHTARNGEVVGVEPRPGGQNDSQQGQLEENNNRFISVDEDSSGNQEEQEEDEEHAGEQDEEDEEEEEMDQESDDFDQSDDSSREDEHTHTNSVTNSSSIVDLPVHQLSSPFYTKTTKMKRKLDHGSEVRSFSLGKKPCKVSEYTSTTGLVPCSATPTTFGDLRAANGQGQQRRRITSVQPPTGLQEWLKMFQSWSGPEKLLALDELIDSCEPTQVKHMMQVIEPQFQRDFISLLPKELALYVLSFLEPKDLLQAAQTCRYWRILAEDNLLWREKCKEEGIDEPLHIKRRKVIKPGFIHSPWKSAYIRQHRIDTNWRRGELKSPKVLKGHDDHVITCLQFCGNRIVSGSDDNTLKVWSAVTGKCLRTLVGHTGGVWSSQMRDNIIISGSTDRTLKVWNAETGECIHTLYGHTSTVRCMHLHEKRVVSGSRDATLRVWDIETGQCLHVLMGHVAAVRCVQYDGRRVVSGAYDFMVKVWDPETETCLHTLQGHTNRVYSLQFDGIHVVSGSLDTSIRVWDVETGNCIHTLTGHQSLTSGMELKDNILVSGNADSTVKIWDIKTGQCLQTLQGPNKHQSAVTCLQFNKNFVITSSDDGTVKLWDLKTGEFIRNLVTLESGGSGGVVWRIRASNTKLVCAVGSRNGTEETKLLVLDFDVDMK
TEAD-YAP inh – TEAD-YAP interaction inhibition | HEK-TIYL cells, TEAD-Gal4/YAP UAS-luciferase luminescence | inhibition, % at 9.12 µM | actives 1.4% (n = 640,000) | AID 1259422; in the data active = inhibition above about 32%;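 note: 0% = median of test compound wells and 100% = reference inhibitor wells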
Active calls of the source: *; & = joins results of further samples.

SMILES	MITF inh	GPR151 activ	FBW7 activator	TEAD-YAP inh
Cc1c(C(=O)N2CCCC2)sc2ncnc(NCc3cccc(F)c3)c12	13	0.7	-0.1	3
Cc1sc2ncn(CC(=O)N3CCCC3)c(=O)c2c1S(=O)(=O)N1CCCCC1	14	1.1	-0.1	-4
Cc1ccc(Cn2nnc3c(=O)[nH]c(C4CCN(C(=O)CC(C)C)CC4)nc32)cc1	1	0.3	-0.1	0
Cc1ccc2c(C)nc(Nc3nc(C)cc(C)n3)nc2c1	-2	0.7	0.1	15
COc1ccccc1-c1nc(C2CCCN2C(=O)COCC(=O)O)n2ccccc12 (centres undefined)	-8	-0.4	-0.5	-7
O=C(COc1cccc(Br)c1)Nc1nc(-c2ccccc2)cs1	11	0.6	-0.1	2
CCCCC[C@H](O)/C=C/[C@H]1C(=O)C=C[C@@H]1C/C=C\CCCC(=O)O	4&0	4.1&-0.9	0.0	-12
COc1ccc2c3c(c(=O)oc2c1)CN(C(=O)c1cccc(C(F)(F)F)c1)CC3	5	0.2	-0.2	-4
COC(=O)COc1ccc(S(=O)(=O)Nc2ccc(F)cc2F)cc1	-8	0.2	0.0	2
CCOc1cc(C2C(C#N)=C(N)OC3=C2C(=O)CC(C)(C)C3)ccc1O (centres undefined)	0	-2.2	0.0	-5
CCOC(=O)C1=C(C)Nc2[nH]c(=O)[nH]c(=O)c2C1c1cccc([N+](=O)[O-])c1 (centres undefined)	-1	0.4	0.0	-5
CCN(CC)c1ccc(CN2CCc3c(C(=O)OC)c(OC(C)C)cc(=O)n3CC2)cc1	2	2.5	0.0	2
COc1ccc(N(C)C(=O)Cc2noc3ccc(C)cc23)c(OC)c1	-1	-1.2	0.5	10
CC(C)CCNC(=O)C1CC2CCCN2C12C(=O)N(C)c1ccccc12 (centres undefined)	2	-0.1	0.4	9
Cc1c(N=Cc2cccc(O)c2)c(=O)n(-c2ccccc2)n1C	2	-0.2	0.3	7
COC(=O)c1ccc(C2/C(=C(/O)c3ccc(C)cc3)C(=O)C(=O)N2c2cccnc2)cc1 (centres undefined)	-1	1.0	0.0	6
Brc1ccc(SCCc2ccncc2)cc1	22	12*	0.6	2
O=C1NC(c2ccccc2)C(C(=O)c2ccc(Cl)cc2)C(O)(C(F)(F)F)N1 (centres undefined)	-2	2.0	-0.2	-2
COc1ccc(Br)cc1C(=O)N/C(=C\c1cccc([N+](=O)[O-])c1)C(=O)Nc1ccc(Br)cc1	-5	0.1	0.0	-6
Cc1ccc(C)c(CN2CCc3nnc(CCNC(=O)COc4ccccc4)n3CC2)c1	6	8.8*	-0.1	15
C=CCN(C(=O)Cc1noc2ccccc12)c1ccccc1	4	-0.5	0.8	-5
O=S(=O)(Nc1cccc(F)c1)c1ccc(-n2cccn2)cc1	7	-1.1	1.4	-2
COc1ccc(CC(=O)NNC(=O)c2cccc(Br)c2)cc1	2	-1.1	0.1	-4
Cc1ccc2oc(=O)c3c(c2c1)CC(C(F)(F)F)S3 (centres undefined)	1	0.6	-0.1	-2
COc1ccc2c(c1)c(CC(=O)Nc1ncccc1C)c(C)n2C(=O)c1ccc(Cl)cc1	16	0.5	0.0	6
SMILES	MITF inh	GPR151 activ	FBW7 activator	TEAD-YAP inh
Cc1c2cn[nH]c(=O)c2c(C)n1Cc1ccc(F)cc1	-7	-0.5	0.0	-23
O=[N+]([O-])c1ccc(Cl)cc1NCc1ccccc1	25	-1.7	-0.1	-13
COc1ccc(CN2CCN(Cc3ccc(SC)cc3)CC2)cc1OC	76*	1.7	-0.2	35*
Cn1c(=O)n(C)c2cc(S(=O)(=O)NCCOCCO)ccc21	-8	-0.2	0.1	-14
COc1ccc(S(=O)(=O)Nc2ccc(S(=O)(=O)N3CCCCC3)cc2)cc1Cl	5	0.3	0.1	0
CC(Oc1ccc(Cl)cc1Cl)C(=O)NN (centres undefined)	3	-0.3	-0.1	14
O=C(CCn1c(SCC(=O)NCc2ccco2)nc2ccccc2c1=O)NCCc1ccccc1	11	-0.1	0.1	-2
Cc1c(Cc2ccccc2)c(-n2ccnc2)n2c(nc3ccccc32)c1C#N	-10	0.0	0.0	-3
Cc1oc2nc(SCC(=O)NCc3cccnc3)nc(N)c2c1C	-5	0.3	0.0	3
O=C1N[C@@H](Cc2ccccc2)C(=O)N2C[C@@H](NCc3nc(-c4ccc(F)cc4)cs3)C[C@@H]12	15	2.3	0.0	5
COc1ccc(C(=O)NCC(=O)N/N=C/c2ccc(O)c(Br)c2)cc1OC	7	-1.1	0.0	3
O=[N+]([O-])c1c(NCCCO)cc(Sc2nc3ccccc3s2)c2nonc12	2	-1.4	-0.2	-20
CN1CCN(C(=O)C2(c3ccccc3)COc3ccccc32)CC1 (centres undefined)	18	-0.2	0.3	-3
CCOc1ccc(S(=O)(=O)NCCNS(=O)(=O)c2ccc(OCC)c3ccccc23)c2ccccc12	10	2.8	-0.1	0
COC(=O)/C=C(\C)NC(=O)c1cccs1	-9	-0.9	0.1	-2
Cc1cc(N2CCCCC2)nc2ccc(NC(=O)c3cccc(F)c3)cc12	11	-2.4	0.4	-17
CC1=C(C(=O)Nc2ccccn2)C(c2cccs2)C2=C(CC(C)(C)CC2=O)N1 (centres undefined)	9	-0.8	0.1	-1
O=C(COc1ccccc1-c1ccccc1)NNC(=O)COc1ccccc1[N+](=O)[O-]	8	7.1*	-0.1	-9
COC(=O)c1cc(C(=O)N(C)Cc2ccccc2)cc([N+](=O)[O-])c1	0	-0.2	-0.1	-4
O=C(O)CCSc1nnc(-c2ccccc2)n1-c1ccccc1	16	0.3	0.1	4
Cc1c(C(=O)N(C)C2CCOC2)cnn1-c1ncc2c(n1)-c1ccccc1CC2 (centres undefined)	19	0.0	0.2	-57
COc1ccc(-c2csc(NC(=O)c3ccc([N+](=O)[O-])s3)n2)c(OC)c1	0	0.0	0.7	2
CCN(CC)C(=O)c1sc(NC(=O)c2ccc3c(c2)OCO3)c(C(=O)OC(C)C)c1C	-1	1.1	0.1	4
Cc1nc2ccccc2n1C(=O)c1cccs1	0	2.8	0.0	3
O=C1N=c2ccccc2=C1c1c(O)[nH]c2ccccc12	8	-1.6	0.0	5

By substructure: the entries above containing a thiophene ring, fused or not.
SMILES	MITF inh	GPR151 activ	FBW7 activator	TEAD-YAP inh
Cc1c(C(=O)N2CCCC2)sc2ncnc(NCc3cccc(F)c3)c12	13	0.7	-0.1	3
Cc1sc2ncn(CC(=O)N3CCCC3)c(=O)c2c1S(=O)(=O)N1CCCCC1	14	1.1	-0.1	-4
COC(=O)/C=C(\C)NC(=O)c1cccs1	-9	-0.9	0.1	-2
CC1=C(C(=O)Nc2ccccn2)C(c2cccs2)C2=C(CC(C)(C)CC2=O)N1 (centres undefined)	9	-0.8	0.1	-1
COc1ccc(-c2csc(NC(=O)c3ccc([N+](=O)[O-])s3)n2)c(OC)c1	0	0.0	0.7	2
CCN(CC)C(=O)c1sc(NC(=O)c2ccc3c(c2)OCO3)c(C(=O)OC(C)C)c1C	-1	1.1	0.1	4
Cc1nc2ccccc2n1C(=O)c1cccs1	0	2.8	0.0	3

Further structures follow:
SMILES	MITF inh	GPR151 activ	FBW7 activator	TEAD-YAP inh
Cc1ccc(NC(=O)CSc2nnc(C3CCCCC3)o2)cc1	-6	2.0	-0.1	-64
COc1ccc(/C=N/NC(=O)Cn2c(C)nc3ccccc32)cc1CN1CCOCC1	8	0.3	0.5	17
CCc1ccc(Nc2nnc(SCC(=O)c3ccc4c(c3)NC(=O)CO4)s2)cc1	11	-1.5	0.4	-25
CCC1CCCCN1Cc1c(O)ccc2c(=O)c(Oc3ccccc3Br)c(C(F)(F)F)oc12 (centres undefined)	0	0.3	0.0	-4
COc1cc(C(=O)NNC(=S)Nc2ccc(Br)cc2)ccc1O	-2	4.1	0.0	-12
COC(=O)c1ccc(/C=N/NC(=O)c2[nH]nc3c2CCc2ccccc2-3)cc1	18	-1.7	0.2	-1
COc1ccc(N2C(=O)c3ccc(Oc4ccc(N)cc4)cc3C2=O)c(N)c1	-5	-0.8	0.0	-10
COc1ccc2ccccc2c1/C=N/O	1	0.1	1.2	7
COCCCn1c(SCC(=O)N2CCc3ccccc32)nnc1-c1ccco1	-4	1.6	0.0	-2
O=C1CCN(C(=O)c2ccccc2)CCN1	-8	1.2	0.1	8
COc1ccc(-c2ccc(C(=O)N3CCC(C4(C)NC(=O)NC4=O)CC3)o2)cc1 (centres undefined)	4	0.0	0.1	6
COc1ccc(CN2CCN(Cc3ccc(F)c(F)c3)C(CCO)C2)cc1 (centres undefined)	2	-0.3	0.0	-2
CCOc1c(C)cc(-c2ncccc2O)cc1C	9	-0.9	-0.1	-4
CCC(=O)c1ccccc1OCCCn1cncn1	2	1.1	0.0	4
Cc1ccc(Cn2nnc3c(SCc4cccnc4)ncnc32)cc1	9	-0.3	0.2	-13
O=C(Nc1ccccc1OC(F)(F)F)c1cccnc1	2	0.4	0.1	-9
CCCCCc1ccc(-c2ccc(C(=O)Nc3ccc(OC)cc3[N+](=O)[O-])cc2)nc1	-3	-0.5	-0.1	-6
CS(=O)(=O)c1ccc(-c2noc(C3CCN(Cc4cccnc4)CC3)n2)cc1	0	-0.7	0.1	4
COC(=O)c1c(NC(=O)COc2ccc(C(C)C)c(C)c2)sc2c1CCC(C)C2 (centres undefined)	-6	-1.2	0.1	-4
COCCn1nnnc1C(c1ccccc1)N1CCC(C)CC1 (centres undefined)	13	-0.5	0.2	4
O=C(O)CN1C(=O)/C(=C/c2ccc(F)cc2)SC1=S	23	1.6	0.4	0
COc1ccc(CN2C(=O)CN=C2Nc2ccccc2Cl)cc1	1	2.8	0.0	3
CCCOC(=O)c1ccc(N2C(=O)C3C4c5ccccc5C(c5ccccc54)C3C2=O)cc1 (centres undefined)	-4	-1.3	-0.1	2
Cc1cc(NC(=O)c2ccc(Cl)c(Cl)c2)ccc1-c1cc2ccccc2oc1=O	-3	-1.3	0.0	5
COc1ccc(C2Nc3cccc4cccc(c34)N2)cc1OCc1ccccc1	21	0.5	0.2	4
SMILES	MITF inh	GPR151 activ	FBW7 activator	TEAD-YAP inh
CCc1ccc(C2C(C(=O)OC(C)C)=C(C)NC3=C2C(=O)CC(C)(C)C3)cc1 (centres undefined)	-2	-1.2	-0.1	-3
CCCC(=O)N1C2=C(C(=O)c3ccccc32)C(c2ccc(Cl)cc2)c2c1n(C)c(=O)n(C)c2=O (centres undefined)	6	-1.1	0.5	7
Cc1occc1C(=O)N(C)C(Cc1ccccc1F)C1CCN(C(=O)c2cn[nH]c2)CC1 (centres undefined)	-5	0.0	-0.1	-16
Cc1cccc2cc(C=O)c(N(C)Cc3ccccc3)nc12	-5	1.3	0.1	-5
Cc1ccc(OCCCN2CC(C)OC(C)C2)c(Cl)c1 (centres undefined)	28	0.4	-0.2	-18
Cc1ccccc1N(CC(=O)Nc1ccc2c(c1)OCO2)S(C)(=O)=O	-2	0.1	0.1	-5
O=S(=O)(c1cccs1)N1CCc2nc(-c3ccncc3)nc(N3CCCC3)c2C1	2	0.2	0.2	5
Cc1ccc(/C=N/NC(=S)NCCCN2CCOCC2)o1	8	-2.4	-0.1	-8
COC(=O)C1=C(C)N(C)C(=O)NC1c1ccc([N+](=O)[O-])s1 (centres undefined)	9	0.5	0.0	2
O=C(NCCC1=CCCCC1)c1ccc2c(=O)n(-c3ccccc3)c(SCc3cccc(Cl)c3)nc2c1	-12	-0.2	0.0	3
CCOc1ccccc1NC(=S)NCc1cccn1C	4	1.3	0.1	-18
O=C1NC(=S)N/C1=C\c1ccc(-c2cc([N+](=O)[O-])ccc2O)o1	12	-1.1	-0.2	-11
Cc1cccc(N=Nc2c(N)n[nH]c2N)c1	17	0.9	-0.5	-39
O=C1Nc2ccccc2/C1=C/c1ccc(Cl)cc1Cl	6	1.5	-0.1	-12
CCCCOC(=O)C1=C(C)NC2=C(C(=O)CC(C)(C)C2)C1c1ccccc1OCCCC (centres undefined)	12	0.2	0.2	9
CC(C)CC1=NN(C(=O)COc2ccc(C#N)cc2)C(O)(C(F)(F)F)C1 (centres undefined)	5	1.3	0.2	17
Cc1ccc2nc(C(F)(F)F)c(C(=O)NCCc3ccccn3)n2c1	9	-1.3	-0.2	-1
Cc1cc(C)c2c(-c3ccc(F)cc3)c(C#N)c(=O)n(C)c2n1	-2	0.6	0.3	3
Cc1c(C(=O)NNC(=O)Nc2ccc3c(c2)OCO3)oc2ccccc12	19	0.4	0.0	4
Cc1c(OC(=O)c2cccs2)ccc2c3c(c(=O)oc12)CCCC3	9	-1.4	-0.1	-3
O=S(=O)(NN1CCOCC1)c1cccc2nsnc12	3	-0.7	0.1	7
Cc1cnc(C)c(-c2cccc3c2OC(CNC(=O)[C@@H]2CCC(=O)N2)C3)n1 (some centres undefined)	-2	-0.9	0.5	4
CNC(=S)NCCNc1nc2ccc(OC)cc2cc1C#N	5	-0.2	0.1	-5

Pulled by structure from the entries so far:
SMILES	MITF inh	GPR151 activ	FBW7 activator	TEAD-YAP inh
O=S(=O)(c1cccs1)N1CCc2nc(-c3ccncc3)nc(N3CCCC3)c2C1	2	0.2	0.2	5
CCOc1ccccc1NC(=S)NCc1cccn1C	4	1.3	0.1	-18
O=C1Nc2ccccc2/C1=C/c1ccc(Cl)cc1Cl	6	1.5	-0.1	-12
Cc1occc1C(=O)N(C)C(Cc1ccccc1F)C1CCN(C(=O)c2cn[nH]c2)CC1 (centres undefined)	-5	0.0	-0.1	-16
Cc1cccc2cc(C=O)c(N(C)Cc3ccccc3)nc12	-5	1.3	0.1	-5
Cc1cnc(C)c(-c2cccc3c2OC(CNC(=O)[C@@H]2CCC(=O)N2)C3)n1 (some centres undefined)	-2	-0.9	0.5	4
